CHO parental Ca: counter-screen: ATP calcium response change in parental CHO cells; parental CHO-K1, ATP-induced calcium, Fluo-8 fluorescence; 0.63% of 330,000 active; inhibition, % at 5.6 µM;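 active = inhibition above that plate's mean sample inhibition plus 3 SD, cut at about 26% in these data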;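 note: 0% = ATP-challenged DMSO wells and 100% = DMSO wells without ATP; some compounds past the cut are filed as inactive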
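material = parental CHO cells | also added = ATP as calcium-mobilizing challenge | dosing = single point at 5.6 µM | detection = intracellular calcium via Fluo-8 no-wash fluorescent dye | read-out = % inhibition | benchmarks = low control ATP plus DMSO, high control DMSO only | repeats = one well per compound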
V1aR counter: activates human V1a receptor in oxytocin agonist counter-screen | AID 2797 | 0.25% of 320,000 active | activation, % at 3 µM | CHO-V1R cells, Fluo-8 calcium fluorescence, agonist mode; 0% DMSO, 100% 3 nM vasopressin;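 active = activation above the mean activation of all tested compounds plus 3 SD, per screening run, cut at about 20% in these data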;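 note: signal is peak over basal fluorescence ratio across a 100 second FLIPR read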
Target sequence (P37288 whole entry, looked up): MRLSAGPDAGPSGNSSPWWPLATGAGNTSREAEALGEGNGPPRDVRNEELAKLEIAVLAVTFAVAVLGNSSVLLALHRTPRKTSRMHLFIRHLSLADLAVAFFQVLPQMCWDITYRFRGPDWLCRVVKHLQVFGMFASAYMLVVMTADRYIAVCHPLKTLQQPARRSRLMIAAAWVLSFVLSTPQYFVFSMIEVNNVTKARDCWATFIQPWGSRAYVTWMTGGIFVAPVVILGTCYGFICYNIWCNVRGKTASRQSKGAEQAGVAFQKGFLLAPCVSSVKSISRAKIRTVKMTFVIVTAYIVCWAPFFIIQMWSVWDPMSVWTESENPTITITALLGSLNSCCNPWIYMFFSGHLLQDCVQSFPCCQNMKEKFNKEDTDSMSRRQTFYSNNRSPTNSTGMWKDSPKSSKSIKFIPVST
OXTR potentiator: potentiators of human oxytocin receptor | CHO-OTR cells, Fluo-8 calcium fluorescence, potentiator mode; 0% = oxytocin EC15, 100% = EC100 | activation, % at 3 µM | 0.061% of 320,000 active;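 active = activation above that plate's cutoff, the mean activation of tested compounds plus 3 SD, cut at about 6.6% in these data, passing the limit was not always enough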;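 note: 100% uses oxytocin at 75 nM as the full agonist control; some results filed as inactive read as strong as hits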
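Assay system: CHO cell line stably expressing human OTR. Reagent: EC15 oxytocin agonist. Dosing: single dose, 3.0 µM nominal final compound concentration. Timing: compound 6 min at room temperature before oxytocin, 100 s read. Signal: kinetic Fluo-8 calcium fluorescence. Controls: oxytocin EC15 low and EC100 high.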
TAAR1 antag: antagonists of human TAAR1. 1.5% of 360,000 active. inhibition, % at 3 µM. CHO RD-HGA16 TAAR1, Fluo-8 calcium fluorescence, antagonist;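 active = inhibition above a per-plate cutoff, the mean inhibition of test compounds on that plate plus 3 SD, cut at about 49% in these data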;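 note: 0% = DMSO plus EC80 beta-PEA response and 100% = DMSO alone without agonist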
Target sequence (Q96RJ0 whole entry, looked up): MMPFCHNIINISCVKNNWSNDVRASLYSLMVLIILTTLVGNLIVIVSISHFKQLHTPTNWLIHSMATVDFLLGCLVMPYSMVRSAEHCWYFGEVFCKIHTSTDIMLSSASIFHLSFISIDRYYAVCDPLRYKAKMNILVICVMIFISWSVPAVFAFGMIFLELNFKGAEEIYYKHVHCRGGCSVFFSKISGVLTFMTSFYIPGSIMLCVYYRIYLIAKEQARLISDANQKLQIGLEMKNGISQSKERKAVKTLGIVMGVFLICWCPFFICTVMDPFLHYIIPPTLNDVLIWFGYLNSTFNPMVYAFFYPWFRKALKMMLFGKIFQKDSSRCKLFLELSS
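Assay system: CHO-derived RD-HGA16 cells stably expressing human TAAR1 plus Gα16. Timing: 140 s kinetic read after compound, 140 s after agonist. Technique: kinetic Fluo-8 calcium fluorescence measurement. Measure: % inhibition of agonist calcium response.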
TAAR1 agonist: agonists of human TAAR1; Q96RJ0; CHO RD-HGA16 TAAR1, Fluo-8 calcium fluorescence; vehicle wells 0%, saturating PEA agonist 100%; activation, % at 3 µM; 0.99% of 360,000 active;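 active = activation above the mean activation of all test compounds in the run plus 3 SD, cut at about 38% in these data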
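Assay system – CHO-derived RD-HGA16 cells with stable Gα16 and human TAAR1 · Compound dosing – one-point dosing at 3 µM (nominal) · Incubation – 17-24 h seeding, 75 min 37 °C dye, 30 min RT · Measured by – kinetic Fluo-8 calcium fluorescence · Control set – DMSO vehicle as 0%, PEA at EC100 as 100% · Repeats – single well for each compound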
OXTR agonist: human OXTR agonism. CHO-OTR cells, Fluo-8 calcium fluorescence; normalized: DMSO 0%, oxytocin 100%. activation, % at 3 µM. 0.32% of 320,000 active. AID 2435;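 active = activation above the mean of all tested compounds plus 3 SD, cutoff set per screening run, cut at about 20% in these data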;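 note: peak over basal fluorescence ratio from a 100 s FLIPR kinetic read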
CHRM1 PAM: human CHRM1 positive allosteric modulation; CHO-K1 hM1, Fluo-8 calcium fluorescence, ACh EC20; 0% = ACh EC20, 100% = maximal ACh; activation, % at 3 µM; 0.088% of 360,000 active; AID 588819; in the data active = activation above about 19%, passing the limit was not always enough
CHRM1 antagonist: blocks human M1 muscarinic receptor. inhibition, % at 3 µM. 1.3% of 360,000 active. CHO-K1 hM1, Fluo-8 calcium fluorescence, ACh EC80 antagonist. P11229. AID 588852;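 active = percent inhibition above its own plate's cutoff, namely the mean of that plate's compound wells plus 3 SD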;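 note: peak over basal fluorescence ratio during 140 s after agonist addition; 0% = ACh EC80 plus DMSO and 100% = DMSO alone without agonist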
M1 ag: activates human CHRM1 receptor; 0.33% of 360,000 active; P11229; activation, % at 3 µM; CHO-K1 hM1, Fluo-8 calcium fluorescence, agonist mode; 0% DMSO, 100% acetylcholine EC100;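 active = activation above the run's mean compound activation plus 3 SD, cut at about 16% in these data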;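 note: peak over basal fluorescence ratio within a 140 s kinetic read after compound addition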
* = called active by the depositor; . = no result given. Outcome played no part in choosing rows; about 3.7% have a hit in one of these screens.

The line under a structure holds: CHRM1 antagonist, CHO parental Ca, OXTR agonist, M1 ag, CHRM1 PAM, V1aR counter, OXTR potentiator, TAAR1 agonist, TAAR1 antag
1	CSCCC(NC(=O)c1ccccc1Br)C(=O)NNC(=O)c1cc(C)oc1C (stereo not given)
 : -10, -3, 0.3, -1, 5, 0.0, -6, 1, -3
2	CNC(=S)N1CCc2cc(OC)c(OC)cc2C1COc1ccc(OC)cc1 (stereo not given)
 : 4, -6, 1.3, -5, 1, 0.0, -17, 2, 4
3	Cc1nn(CCC(=O)NCc2ccc(OC(C)C)cc2)c(=O)c2nn(-c3ccccc3)c(C)c12
 : 0, -27, -0.4, -4, 4, 0.7, -2, 4, -13
4	O=C(Nc1ncn[nH]1)c1cc(S(=O)(=O)Nc2cccc(C(F)(F)F)c2)ccc1Cl
 : -13, -8, -0.9, -3, 11, 0.8, -10, 2, -11
5	Cc1ccc(N/C(CSC(N)=O)=N/S(=O)(=O)c2ccccc2)cc1
 : -17, -7, -0.3, 0, 14, 1.3, -8, 0, -3
6	COc1ccc2oc(N)c(C=O)c(=O)c2c1
 : -2, 0, 0.4, -3, 3, 0.5, -5, 3, -23
7	CCOC(=O)c1c(C)[nH]c(C(=O)CN2CCOCC2)c1C
 : 0, 4, -0.1, -4, 3, -0.3, -8, 1, 9
8	CCOC(=O)N1CCN(C(=O)CNC(=O)c2ccc(Br)cc2)CC1
 : 0, 7, -1.1, -2, 7, -0.4, 0, 0, -15
9	C[C@H]1COC(=O)[C@H](Cc2ccc(F)cc2)C/C=C\C[C@H](CC(=O)NCCO)C(=O)N1
 : -4, -4, 0.5, -7, 5, 0.5, 1, 2, 1
10	CNC(=O)c1cccc(NC(=O)C(C)c2ccc3cc(OC)ccc3c2)c1 (stereo not given)
 : -4, -4, 5.9, -1, 8, 8.1, -12, 8, -8
11	CC1Nc2ncnc(N3CCc4ccccc4C3)c2N(Cc2ccc(Cl)cc2)C1=O (stereo not given)
 : -5, -19, -0.1, -6, 0, 0.2, 4, ., .
12	CCOc1ccc(S(=O)(=O)NCCC(=O)NCCCSc2ccccc2)cc1
 : -4, 2, 0.5, -2, 1, 4.1, -19, 1, -4
13	Clc1ccc(Cl)c(OCc2cc(-c3ccccc3Cl)on2)c1
 : -3, -10, 1.1, -3, 2, 1.2, -6, 7, -17
14	Cc1c(CC(=O)NCCCO)c(=O)oc2cc3c(cc12)CCC(C)(C)O3
 : -1, -1, 0.3, -2, 1, 0.8, -10, 0, -14
15	CCN(CC)S(=O)(=O)c1cccc(-c2n[nH]c(=S)n2C)c1
 : -3, -16, 1.0, -5, 12, 0.6, 3, 1, 6
16	Cc1ccc(S(=O)(=O)NCCc2ccccc2)cc1
 : -3, -15, -2.1, -1, 7, -0.2, -7, 0, -3
17	C=CCn1c(N)c(-c2nc3ccccc3n2C)sc1=S
 : 12, -16, -0.9, -9, -5, -1.1, -3, 2, 0
18	O=C(Nc1cccc(-c2cn3ccccc3n2)c1)c1cc2ccccc2oc1=O
 : 3, -3, 0.8, -2, -6, -0.2, -3, 16, 34
19	O=C(CSc1nnc(-c2ccncc2)n1Cc1ccco1)Nc1nc(-c2ccccc2)cs1
 : -13, -24, 11, -2, -4, 7.2, -21, 13, 48
20	Cn1cnnc1SCC(=O)NCCC1=CCCCC1
 : 11, -1, 1.8, -2, 0, 0.2, 0, 3, -22
21	O=C1CCCC(O)=C1C1NCCc2ccccc21 (stereo not given)
 : -11, -10, 0.5, -2, 10, 0.8, -14, 4, 9
22	Nn1c(COc2ccccc2F)nnc1SCC(=O)NC1CCCC1
 : -17, -13, -0.5, -1, 12, 0.2, -7, 0, 14
23	CC1CC1C(=O)Nc1nc(-c2cccs2)c(-c2cccs2)s1 (stereo not given)
 : -5, -16, -0.4, -9, 1, -0.8, -14, -1, -25
24	CCOC(=O)c1cc(-c2ccccc2C)n(CC2CC(c3cccc([N+](=O)[O-])c3)=NO2)n1 (stereo not given)
 : 3, -32, -0.8, -8, 0, 0.5, -23, 9, 17
25	Cc1cc(C)c(OCC(=O)OC(C)C(=O)NC2CC2)c(C)c1 (stereo not given)
 : -5, -2, 0.2, 1, 10, 1.4, -7, -1, -3
26	COc1ccc(C)cc1NS(=O)(=O)c1ccc(Cl)nc1
 : 2, -4, -0.6, -3, 6, -0.3, 0, 8, 4
27	O=C1CSC(=S)N1c1ccc(F)cc1
 : ., -5, 0.6, ., ., 1.0, -2, ., .
28	CCOC(=O)C1(C)CCCN1C(=O)c1ccc(Cl)nc1 (stereo not given)
 : -8, ., ., -1, 3, ., ., 8, -15
29	Cn1c(=O)oc2cc(S(=O)(=O)NCCC(=O)NC3CCCc4ccccc43)ccc21 (stereo not given)
 : -2, -15, 0.2, -5, 2, 0.5, 0, 12, -9
30	O=C(CCC(=O)Nc1ccc(Oc2ccccc2)cc1)NCCO
 : -15, 6, 0.2, -3, 3, -0.2, -9, 6, -2
31	O=C(Nc1ccccc1)c1ccc(-c2ccc(Br)cc2)o1
 : 1, -17, -1.1, -4, 5, 0.4, 2, -2, 22
32	COc1ccc2c(c1)C1NC(=S)NC(C)(O2)C1C(=O)Nc1ccc(C)cc1C (stereo not given)
 : -9, -10, -1.4, -1, 12, 0.2, -4, 1, 10
33	CN(C(=O)c1cccc(NC(=O)Cc2ccc(NC(=O)C3CCN(C(=O)C4CCCC4)CC3)cc2)c1)C1CCC1
 : -12, ., ., -4, 13, ., ., -1, -17
34	O=C(OCC(=O)N1CCc2ccccc21)c1c2c(nc3ccccc13)CCCCC2
 : 25, -14, 0.4, -8, -16, 1.8, -11, 4, 42
35	CC1CCC2(CC1)NC(=O)N(CC(=O)Nc1sc3c(c1C(N)=O)CCC3)C2=O (stereo not given)
 : -11, -16, -1.9, -5, 9, -0.8, -17, -2, -8
36	O=C(c1ccc(-c2ccccc2)cc1)N1CCN(c2ccc3c(c2)C2CC3CCN2C(=O)OCc2ccccc2)CC1 (stereo not given)
 : 5, ., ., -4, 3, ., ., 2, 7
37	COc1ccc(S(=O)(=O)N2CCCCCC2)cc1NC(=O)CN1C(=O)NC(C)(c2ccc(C)cc2)C1=O (stereo not given)
 : -3, -17, 0.0, -5, 5, -0.4, -9, 4, 33
38	Cc1nn(C)c(C)c1CNC(=O)c1nn2c(c1Cl)NC(c1cccs1)CC2C(F)(F)F (stereo not given)
 : -8, -12, 0.3, -2, -4, 0.8, 1, -1, -14
39	Cc1[nH]nc(NCCO)c1[N+](=O)[O-]
 : -2, -14, 2.0, -4, 4, 1.3, -2, 2, -9
40	CN(C)CC(=O)c1c(N)n(Cc2ccccc2)c(=O)n(C)c1=O
 : -1, 0, 1.1, -6, 6, 0.3, -2, 1, -19
41	O=C(OCC(=O)N1CCC(Cc2ccccc2)CC1)c1ccccc1
 : 0, -8, -2.6, -5, 3, -1.0, -17, 0, -16
42	O=c1c2c(nc3nc(COc4ccccc4)[nH]n13)CCC2
 : -13, -1, 0.9, -2, 3, 0.9, 1, 7, -5
43	Cc1cc(C)c(C)c(Cn2c(CO)nc3ccccc32)c1C
 : -2, -20, -1.3, -1, 7, 0.9, -9, 10, 1
44	CC(Sc1nnc(NC2CCCCC2)s1)C(=O)Nc1ccc2c(c1)C(=O)c1ccccc1C2=O (stereo not given)
 : 12, -24, -0.8, -5, -9, 1.0, -7, 7, 48
45	Cc1c(Cl)cccc1NC(=O)Cn1cnc(S(=O)(=O)N2CCCC2)c1
 : -6, -6, 0.5, -3, 7, -1.2, 2, ., .
46	COc1ccccc1CN1CCN(Cc2ccco2)CC1
 : -3, -11, 0.5, -9, 4, 0.6, -16, -2, -3
47	O=C(COc1ccc(-n2cnnn2)cc1)NC1CCCCC1
 : -3, 3, -1.0, -3, 4, -0.4, -22, 4, 3
48	CCN(CCO)C(=O)CC1C(=O)NCCN1Cc1c(F)cccc1Cl (stereo not given)
 : -26, -17, -0.1, -3, 15, -0.3, 0, 1, -15
49	CCN(CC)CCNCc1ccc(OCc2ccc(Cl)nc2)c(OC)c1
 : 23, -18, 0.8, -13, -18, 0.9, 8, 2, -13
50	COC(=O)CN1C(=S)N(c2ccc(OC)cc2)C(=O)/C1=C/c1ccc(OC)cc1
 : -2, 10, 0.4, -5, 5, -0.4, 0, -1, -22
51	Cc1cc(C)cc(N(C(=O)CCC(=O)Nc2ccccn2)C(C(=O)NC(C)C)c2ccc(O)cc2)c1 (stereo not given)
 : ., -13, 0.5, ., ., 0.2, 4, ., .
52	Cc1c(CCC(=O)N[C@@H](C)C(=O)O)c(=O)oc2cc3occ(-c4ccccc4)c3cc12
 : -24, -4, 1.2, -1, 17, -0.2, -3, -2, 6
53	CC1C/C(=N/O)C(C)CN1 (stereo not given)
 : -46, -12, 0.5, 1, 5, 0.5, 1, 5, -7
54	CN(C)c1ccc(NC(=O)CSc2nc3ccccc3c(=O)n2C2CCCCC2)cc1
 : -6, -20, -2.1, -3, 7, -1.1, -10, 2, -2
55	Cc1cccc2cc(C#N)c(NCCNS(=O)(=O)c3ccc4c(c3)OCCO4)nc12
 : -4, -2, 3.4, -2, 10, 2.2, -5, 16, 10
56	Cn1nnnc1SCC(=O)NCc1cc([N+](=O)[O-])ccc1O
 : -4, -3, 0.1, -7, 9, 0.1, -7, 1, -11

Of the compounds above, 2 contain a CF3 group:
The line under a structure holds: CHRM1 antagonist, CHO parental Ca, OXTR agonist, M1 ag, CHRM1 PAM, V1aR counter, OXTR potentiator, TAAR1 agonist, TAAR1 antag
4	O=C(Nc1ncn[nH]1)c1cc(S(=O)(=O)Nc2cccc(C(F)(F)F)c2)ccc1Cl
 : -13, -8, -0.9, -3, 11, 0.8, -10, 2, -11
38	Cc1nn(C)c(C)c1CNC(=O)c1nn2c(c1Cl)NC(c1cccs1)CC2C(F)(F)F (stereo not given)
 : -8, -12, 0.3, -2, -4, 0.8, 1, -1, -14

From PubChem BioAssay
